# Screens deposited in PubChem by several laboratories.
# OX1R antag = blocks the human orexin 1 receptor | inhibition, % at 6.6 µM | O43613 | AID 485270 | 330,000 compounds, 1.8% hits | OX1R-expressing cells, FRET antagonist read-out; in the data active = inhibition mostly above about 38%, no sharp cut-off; inactive = mostly below about 40%;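 note: 0% = agonist challenge alone and 100% = reference antagonist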
# Target sequence (O43613 whole entry, looked up): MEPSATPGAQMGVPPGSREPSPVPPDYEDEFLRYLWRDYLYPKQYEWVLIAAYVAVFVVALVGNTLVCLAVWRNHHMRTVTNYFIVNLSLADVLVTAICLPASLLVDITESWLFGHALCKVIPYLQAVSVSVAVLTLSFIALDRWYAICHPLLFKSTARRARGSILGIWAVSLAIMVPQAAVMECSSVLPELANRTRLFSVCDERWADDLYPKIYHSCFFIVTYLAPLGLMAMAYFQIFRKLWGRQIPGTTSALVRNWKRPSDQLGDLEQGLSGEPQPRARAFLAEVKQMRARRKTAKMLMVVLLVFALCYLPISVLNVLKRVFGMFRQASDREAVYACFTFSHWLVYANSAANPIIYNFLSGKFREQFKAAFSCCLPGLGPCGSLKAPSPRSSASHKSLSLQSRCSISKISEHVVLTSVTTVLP
# STK33 inh = inhibitors of human STK33 kinase | 320,000 compounds, 0.073% hits | inhibition, % at 10 µM | Q9BYT3 | purified STK33, MBP phosphorylation, ADP-Glo luminescence | AID 2661;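 active = inhibition at or above 25%, using the most active replicate where run in duplicate; inactive = inhibition below 25%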
# Target sequence (Q9BYT3 whole entry, looked up): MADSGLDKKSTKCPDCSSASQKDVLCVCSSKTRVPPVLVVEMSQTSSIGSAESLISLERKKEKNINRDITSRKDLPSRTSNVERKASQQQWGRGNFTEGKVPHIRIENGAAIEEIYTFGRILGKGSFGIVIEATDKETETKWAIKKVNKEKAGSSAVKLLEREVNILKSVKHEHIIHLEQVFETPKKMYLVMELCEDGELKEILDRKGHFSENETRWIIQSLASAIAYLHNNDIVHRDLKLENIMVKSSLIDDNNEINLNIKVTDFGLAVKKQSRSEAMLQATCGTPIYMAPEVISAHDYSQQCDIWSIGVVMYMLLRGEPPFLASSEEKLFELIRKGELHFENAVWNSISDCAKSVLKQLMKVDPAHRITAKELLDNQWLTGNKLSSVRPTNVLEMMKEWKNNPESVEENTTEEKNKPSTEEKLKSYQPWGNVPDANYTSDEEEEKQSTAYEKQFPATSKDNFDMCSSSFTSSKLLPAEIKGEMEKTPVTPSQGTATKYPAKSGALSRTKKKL
# Starred values were filed as active, the others as inactive; . = no result given. Compounds as they come. Share with any hit: about 1.8%.
STK33 inh,OX1R antag,compound
-1.8,6,Cc1occc(=O)c1OCc1c(F)cccc1Cl
-2.6,0,S=C(NCCCN1CCOCC1)N(Cc1ccccc1)Cc1ccccc1
-1.7,23,O=C(C1=C[C@H](c2csc3ccccc23)C[C@H](OCc2ccc(CO)cc2)O1)N1CCN(Cc2ccccc2)CC1
-2.0,34,CNC(=S)N(CCc1c(C)[nH]c2ccc(Cl)cc12)Cc1cc(OC)c(OC)c(OC)c1
-1.8,.,Cc1ccc(NC(=O)COc2ccc(/C=N\NC(=O)c3cccnc3)cc2)cc1C
5.3,9,CCOc1ccc(NC(=O)/C(=C\c2ccc(OC(C)=O)c(OC)c2)NC(C)=O)cc1
-0.2,3,CN1CCN(C(=O)CN(Cc2ccccc2)S(C)(=O)=O)CC1
-2.6,16,CC1CCC(C(C)C)C(OC(=O)COC(=O)c2ccc(N)cc2)C1 (stereo unspecified)
0.1,-4,C=CCNCC(=O)N1N=C(c2ccc3ccccc3c2)CC1c1ccc(OC)cc1 (stereo unspecified)
0.3,6,Cc1nnc(N2CCCC(C(=O)NCc3ccc(OC(C)C)cc3)C2)c2nn(-c3ccccc3)c(C)c12 (stereo unspecified)
-2.1,32,Cc1c(Cl)cccc1NC(=O)NCc1ccncc1
6.7,14,Cc1ccc(C(=O)COC(=O)c2ccc3c(c2)C(=O)N(c2cccc4ncccc24)C3=O)cc1C
-1.7,11,O=C1C2C3C=CC(CC3)C2C(=O)N1c1ccc(F)cc1 (stereo unspecified)
0.0,1,C[C@H](NS(=O)(=O)c1ccc2c(c1)OCCCO2)C(=O)N1CCN(Cc2ccc(C#N)cc2)CC1
-0.8,0,COc1ccc(C(=O)NCCc2c[nH]c3ccccc23)cc1S(=O)(=O)N1CCCCC1C (stereo unspecified)
-0.7,11,c1ccc(OCc2nc3ccccc3[nH]2)cc1
0.8,25,Cc1ccn2c(NCc3ccccc3)c(-c3cccs3)nc2c1
-1.4,19,O=C(O)c1cc([N+](=O)[O-])c(Sc2nc3ccccc3[nH]2)c([N+](=O)[O-])c1
-1.2,-13,CCOc1cc(C2Nc3ccccc3C(=O)N2c2ccccc2)c(Br)cc1OCC(=O)O (stereo unspecified)
1.7,14,O=C(O)COc1ccc(/C=N/n2c(COc3ccccc3)nc3ccccc3c2=O)cc1

# Reformatted comma-delimited: entries from further up.
molecule,STK33 inh,OX1R antag
CNC(=S)N(CCc1c(C)[nH]c2ccc(Cl)cc12)Cc1cc(OC)c(OC)c(OC)c1,-2.0,34
Cc1ccc(NC(=O)COc2ccc(/C=N\NC(=O)c3cccnc3)cc2)cc1C,-1.8,.
CCOc1ccc(NC(=O)/C(=C\c2ccc(OC(C)=O)c(OC)c2)NC(C)=O)cc1,5.3,9
CN1CCN(C(=O)CN(Cc2ccccc2)S(C)(=O)=O)CC1,-0.2,3
CC1CCC(C(C)C)C(OC(=O)COC(=O)c2ccc(N)cc2)C1 (stereo unspecified),-2.6,16
C=CCNCC(=O)N1N=C(c2ccc3ccccc3c2)CC1c1ccc(OC)cc1 (stereo unspecified),0.1,-4
Cc1nnc(N2CCCC(C(=O)NCc3ccc(OC(C)C)cc3)C2)c2nn(-c3ccccc3)c(C)c12 (stereo unspecified),0.3,6
Cc1c(Cl)cccc1NC(=O)NCc1ccncc1,-2.1,32
Cc1ccc(C(=O)COC(=O)c2ccc3c(c2)C(=O)N(c2cccc4ncccc24)C3=O)cc1C,6.7,14
O=C1C2C3C=CC(CC3)C2C(=O)N1c1ccc(F)cc1 (stereo unspecified),-1.7,11
C[C@H](NS(=O)(=O)c1ccc2c(c1)OCCCO2)C(=O)N1CCN(Cc2ccc(C#N)cc2)CC1,0.0,1
COc1ccc(C(=O)NCCc2c[nH]c3ccccc23)cc1S(=O)(=O)N1CCCCC1C (stereo unspecified),-0.8,0
c1ccc(OCc2nc3ccccc3[nH]2)cc1,-0.7,11
Cc1ccn2c(NCc3ccccc3)c(-c3cccs3)nc2c1,0.8,25
O=C(O)c1cc([N+](=O)[O-])c(Sc2nc3ccccc3[nH]2)c([N+](=O)[O-])c1,-1.4,19

# Next records follow:
STK33 inh,OX1R antag,compound
0.9,4,O=[N+]([O-])c1ccc(/C=C/c2nc3ccc([N+](=O)[O-])cc3[nH]2)cc1
-0.7,2,COc1ccccc1C(=O)NNC(=O)c1sccc1-n1cccc1
-1.0,25,O=C(O)CSc1nc2sc3c(c2c(=O)n1Cc1ccccc1)CCCCC3
-0.8,8,O=C(N/N=C/c1ccc([N+](=O)[O-])cc1)c1ccc(COc2ccccc2-c2ccccc2)cc1
0.3,15,CCOc1cc(CNCCO)cc(Br)c1OCc1ccccc1
-0.7,7,COC(=O)CN(c1cc(OC)ccc1OC)S(=O)(=O)c1ccc(OC)c(OC)c1
0.3,160*,COCC(=O)N1CCN(c2ccc([N+](=O)[O-])cc2)CC1
-0.4,-4,COc1ccc(N2CCN(CCCNS(=O)(=O)c3c(C)noc3/C=C/N(C)C)CC2)cc1
0.1,26,CCOC(=O)c1c(C)nc2sc3c(=O)n(-c4ccc(OC)cc4)nnc3c2c1-c1ccc(OC)cc1
1.5,13,COc1ccc(CCNC(=O)COC(=O)C2CC2)cc1
3.2,12,Cc1ccc2cc(C)c(SCC(=O)Nc3cc(C)on3)nc2c1
-0.2,16,CCc1cc(C(=O)O)c(NC(=O)/C=C/c2ccc(OC)c(OC)c2)s1
-0.5,9,CN(C)C(=O)c1ccc2c(c1)C1C3CCC(C3)C1C(c1ccccc1)N2 (stereo unspecified)
0.5,14,CN(C(=O)c1ccc2c(c1)OCO2)C1(C(=O)NC2CCCC2)CCCCC1
-3.1,10,Cc1cc(=O)[nH]c(SC/C=C/c2ccccc2)n1
3.4,17,CCOc1ncccc1C(=O)NCCc1ccc(OC)cc1
-1.0,5,CCOc1ccccc1N1CCN(CC(O)COC2CCCc3ccccc32)CC1 (stereo unspecified)
-1.5,38,CSc1cccc(NS(=O)(=O)c2ccccc2)c1
0.8,14,CCOC(=O)C1CCN(Cc2ccc(OC)c(OCc3ccccc3)c2)CC1
-1.9,10,CCOc1ccc(C(=O)N(CN2CCCC2=O)c2ccc(C)cc2)cc1
0.7,16,O=C(CN(Cc1ccccc1Cl)C(=O)Cn1nnc(-c2cccs2)n1)NCC1CCCO1 (stereo unspecified)
-0.6,15,Cc1ccc(Oc2ccc(C(=O)NC3CCSC3=O)cn2)cc1 (stereo unspecified)
-2.0,17,CN1CCN(C(=O)c2ccc(-c3nn(C)c(=O)c4ccccc34)cc2)CC1
0.0,7,Cc1cc(C)cc(-n2ncc3c2CCCC3NC(=O)C2CCC2)c1 (stereo unspecified)
-0.4,32,O=C(Cc1ccc2cccnc2c1)c1ccc(O)cc1O
-1.7,8,Cc1ccccc1NC(=O)CCN1C(=O)CSC1=O
1.0,14,Cc1nnc(SCc2cn3ccsc3n2)n(N)c1=O
-1.8,74*,Cc1ccc(C(=O)N/C(=C\c2ccc(-c3cccc([N+](=O)[O-])c3)o2)C(=O)NC(C)(C)C)cc1
0.4,36,CCOC(=O)c1sc(NC(=O)c2cccs2)cc1C
0.8,12,Cc1ccccc1NC(=O)CN1CCN(C(=O)c2ccco2)CC1
-1.0,7,COc1cc2c(C(=O)N(C)c3cc(Cl)ccc3OC)cn(C)c(=O)c2cc1OC
-0.2,11,Cc1ncoc1C(=O)N1CCCC(C(=O)c2ccc(-c3ccccc3)cc2)C1 (stereo unspecified)
-0.5,15,c1ccc(NNC2=NCCS2)cc1
-1.7,24,COc1ccc(S(=O)(=O)N/N=C(/C)c2ccncc2)cc1
-1.8,19,COc1ccc(S(=O)(=O)Nc2ccc3c(c2)OCO3)cc1Cl
0.4,8,CCOC(=O)CN(C(=O)CSc1nnc(-c2ccc(OC)c(OC)c2)o1)c1ccc(F)cc1
-1.9,6,O=C(CN1CCC(n2nnc3cc(C(F)(F)F)ccc32)CC1)Nc1ccc2c(c1)CCC2
0.9,37,CC(=O)N(Cc1ccc(Br)cc1)c1cccc(C)c1C
-0.1,22,COc1ccc2sc(-c3ccc(S(C)(=O)=O)cc3)c(C(=O)NCCc3c[nH]c4ccccc34)c2c1
0.0,11,CCC(C(=O)Nc1cc(C)on1)c1ccccc1 (stereo unspecified)
.,14,CCc1c(C)nc2ncnn2c1N1CCC(C(=O)NCc2cccc(OC)c2)CC1
.,14,O=C(Cc1ccc(S(=O)(=O)N2CCCCC2)s1)Nc1ccc(F)cc1F
-1.8,18,CC1CCN(Cc2c(C(=O)N/N=C/c3cccc(C(F)(F)F)c3)nnn2-c2nonc2N)CC1
-0.6,1,CC(OC(=O)c1ccc(Br)o1)C(=O)NCC1CCCCC1 (stereo unspecified)
.,13,COc1ccc(F)cc1C(=O)C1CCCN(C(=O)c2ccc(C(C)=O)s2)C1 (stereo unspecified)
-0.4,18,CCc1nn(CCCC(=O)NCc2ccco2)c(=O)c2cc3occc3n12
.,21,O=C(Nc1nnc(CCS(=O)(=O)c2ccc3ccccc3c2)s1)c1cccs1
-0.5,29,CCCNC(=O)[C@H](Cc1c[nH]c2ccccc12)NC(=O)c1ccccc1Cl
-0.4,13,Cc1ccccc1-n1ncc2c(SCC(=O)N3c4ccccc4CC3C)ncnc21 (stereo unspecified)
7.3,14,Cc1cnc(C(=O)OCC(=O)NCCCc2ccccc2)cn1
0.6,0,N#Cc1ccccc1S(=O)(=O)N1CCN(C(=O)[C@@H]2CCCN2C(=O)c2cccs2)CC1
-1.4,2,Cc1ccc(S(=O)(=O)N/N=C\c2ccc([N+](=O)[O-])o2)cc1
0.3,10,CCOC(=O)c1cc(S(=O)(=O)N2CCCC2)cn1C
0.4,6,CCOCCCNc1nc2c(c(=O)[nH]c(=O)n2C)n1CCCc1ccccc1
0.5,8,Cc1cc(F)ccc1S(=O)(=O)N1CCCOC1CNC(=O)C(=O)NCc1ccc2c(c1)OCO2 (stereo unspecified)
2.3,21,Cc1ccc2cc(CN(Cc3ccco3)S(=O)(=O)c3c(C)ccc4nsnc34)c(=O)[nH]c2c1
0.5,12,Cc1ccc(S(=O)(=O)N(Cc2n[nH]c(=S)n2-c2ccccc2)c2cccc(Cl)c2)cc1
0.9,31,N#CCCN(CCN1CCCC1)S(=O)(=O)c1ccc(-c2ccc([N+](=O)[O-])cc2)cc1
0.6,13,CS(=O)(=O)c1cccc(C(=O)N(CCc2ccccc2)Cc2cccs2)c1
-0.8,33,NNC(=O)C(=O)Nc1ccc(Cl)c(Cl)c1

# More compounds
STK33 inh,OX1R antag,compound
-2.2,1,N/C(Cc1nc(-c2ccc(Br)cc2)cs1)=N\O
0.0,10,CN1C(=O)c2ccccc2C(C(=O)O)C1c1cn(C)c2ccccc12 (stereo unspecified)
-0.7,15,CCCn1c(Nc2ccccc2C)nc2ccccc21
-0.6,28,O=C(Nc1ccc2c(c1)OCO2)c1ccc2c(c1)S(=O)(=O)c1ccccc1C2=O
-1.0,4,Cc1ccc(OCCC(=O)OCC(=O)Nc2cc(C)cc(C)c2)cc1
0.5,51,COc1ccc(-n2nc([N+](=O)[O-])c(=NCc3ccc4c(c3)OCO4)n2O)cc1
1.6,27,Cc1nn(-c2ccccc2)c(Cl)c1C(=O)NCC(C)C
-1.2,14,CCc1ccc(NSc2ccccc2[N+](=O)[O-])cc1
0.0,9,Cc1csc(NC(=O)C2CCCN(S(=O)(=O)c3cccnc3)C2)n1 (stereo unspecified)
-2.0,10,O=C(CSc1nnc2ccccn12)Nc1ccc(S(=O)(=O)N2CCOCC2)cc1
-2.0,2,COc1ccc(N(CC(=O)Nc2cc(OC)c(OC)cc2C(=O)O)S(=O)(=O)c2c(C)noc2C)cc1
0.6,11,N#Cc1c(N)n(-c2ccc(O)cc2)c2nc3ccccc3nc12
-0.9,-4,Cc1cc(C)c(NC(=O)Cn2nnc(C(=O)Nc3ccc(F)cc3F)c2N)c(C)c1
-1.3,6,CN(C)C(=O)CSc1n[nH]c(=O)n1CCc1ccccc1
-0.9,8,COc1ccc(NC(=O)CSc2nnc(N)n2CC(=O)Nc2ccc(OC)cc2)cc1
-0.3,18,CCc1nc(SCC(=O)N2CCCC2)c2ccccc2n1
0.6,4,Cc1nn(CCOc2ccccc2)c(=O)n1-c1c(F)cccc1F
-0.1,16,COc1cc(/C=N/NC(=O)c2cccc(S(=O)(=O)N3CCCC3)c2)cc(OC)c1O
-2.9,43,O=C(/C=C/c1cc([N+](=O)[O-])ccc1OC(F)F)NCc1ccc(Cl)cc1
-0.8,9,Cc1ccc(S(=O)(=O)Nc2cc3c(C(=O)O)c(C)oc3c3ccccc23)c(C)c1
-1.8,39,Cc1ccccc1OC(=O)Cn1c(C(F)(F)F)nc2ccccc21
-0.7,8,CCOC(=O)c1c(C)[nH]c(C(=O)CN2C(=O)NC3(CCCC3)C2=O)c1C
0.1,7,Cc1cc(C)n(C(=O)c2cc(F)c(F)cc2C)n1
-0.7,11,COc1ccc(-c2nnc(NC(=O)C3CCCN3S(=O)(=O)c3cccs3)o2)cc1 (stereo unspecified)
-0.2,25,COc1ccc(NC(=O)C2CCN(S(=O)(=O)c3cccc4nonc34)CC2)cc1OC
-2.8,16,COc1cccc(NC(=O)CN(C)C(=O)c2cc(C)on2)c1
0.7,43,CCOc1ccc2nc(NC(=O)CCC(=O)c3cccs3)sc2c1
0.0,2,COC(=O)[C@@H](Cc1ccccc1)NC(=O)Cn1cnc2c(SC)nc(N)nc21
-0.7,21,C=CCn1c(O)c(C=Nc2ccccc2)sc1=S
.,19,COc1ccc(CCNC(=O)CN(c2cccc([N+](=O)[O-])c2)S(C)(=O)=O)cc1OC
-1.3,17,COc1ccc(S(=O)(=O)N2CCOCC2)cc1NC(=O)c1cc2c(s1)CCCC2
2.9,29,N#Cc1c(N2CCCCC2)nc(N)c2c(N)nc(SCC(=O)O)cc12
0.2,7,CC(C)(C)C(=O)Nc1cc2c3c(c1)CCN3C(=O)CC2
3.5,10,COc1ccc2c(C#N)c3ccccn3c2c1
-1.4,8,O=C(COc1cccc2ccccc12)N1CCN(c2ccccn2)CC1
-0.7,-4,O=C(Cc1ccccc1)N1CCC(c2ccccc2)C1 (stereo unspecified)
.,14,O=C1CN(C(=O)c2ccc(Cl)nc2)c2ccccc2N1
-2.7,6,COc1ccccc1C(C[N+](=O)[O-])c1c[nH]c2ccccc12 (stereo unspecified)
-0.6,12,O=C(CNC(=O)c1ccc(Br)o1)NCc1cccc(Cl)c1
0.5,117*,CC1(C)Cc2ccccc2C2=NNC(=O)C2=N1
